E-sel TNF inh = blocks E-selectin expression induced by TNF alpha | HUVEC TNFa-induced E-selectin immunofluorescence, high content | inhibition, % at 2 µM | 0.71% of 120,000 active | AID 1246;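 active = inhibition above the batch mean plus 3 SD, and confirmed as a hit on visual image review, cut at about 43% in these data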;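 note: 0% = TNF-stimulated DMSO wells and 100% = unstimulated control wells; not every result past the cut was called active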
* marks the source's active call; other numbers are inactive results. An excerpt; the hit share may differ from the screen's.

E-sel TNF inh	canonical_smiles
-17	OC(COC(c1ccccc1)c1ccccc1)CN1CCOCC1 (stereo not drawn)
-18	CN(/C=C1/C(=O)CNC1=O)CCO
-17	O=C(O)c1ccc(CNC(=O)c2ccc(C(F)(F)F)cc2)cc1
-50	CC(C)c1nnc(NC(=O)C2CCN(S(=O)(=O)c3ccc(-n4cnnn4)cc3)CC2)s1
-32	C=CCn1c(SCC(=O)c2c(N)n(C)c(=O)n(C)c2=O)nnc1-c1ccncc1
-21	O=C(Cc1c[nH]c2ccccc12)Nc1nnc(C2CC2)s1
-10	CCCN1CCN(c2ncnc3scc(C4COc5ccccc5O4)c23)CC1 (stereo not drawn)
-10	CCCCC(CCC(=O)O)(C(=O)OCC)c1csc(Nc2ccc(C)cc2)n1 (stereo not drawn)
-5	COc1cc2c(C)nc3c(c(C)nn3-c3ccccc3)c2cc1OC
25	COc1ccc(CNC(=O)C(=O)NCc2ccncc2)cc1
-18	CCOc1ccc(OCC)c(S(=O)(=O)NC2CC(C)(C)NC(C)(C)C2)c1
-23	Clc1ncccc1-c1nc2ccccc2s1
-11	COc1ccc(CNc2nc(-c3cccnc3)nn2C(=O)CC(C)C)cc1
-5	COc1ccccc1/C=N/N1C(=O)C(CC(=O)Nc2ccc([N+](=O)[O-])cc2OC)SC1=Nc1cccc(C)c1C (stereo not drawn)
19	O=c1cc(CN2CCc3ccccc32)c2ccc(O)cc2o1
-7	Cc1ccnc(Nc2nc3ccccc3s2)n1
-12	CCCNC(=O)C1CCN(c2cc(-c3ccccc3)nc3ncnn23)CC1
-24	COc1ccc(CC2(CO)CCN(C(=O)NCc3ccccc3)CC2)cc1
9	COc1ccc(Nc2nc(Cl)nc(Nc3ccc(OC)cc3OC)n2)c(OC)c1
-6	C#CCSc1nnc(-c2ccc(O)cc2)o1
3	O=C(c1ccco1)N1N=C(c2ccncc2)CC1(O)C(F)(F)F (stereo not drawn)
-23	Cc1ccc(Nc2c(-c3cccnc3)nc3ccc(Br)cn23)cc1
-17	O=C(Nc1cccc(S(=O)(=O)N2CCCCC2)c1)c1ccc(S(=O)(=O)C(F)F)cc1
4	CCN(CC)CCNc1nc(-c2ccc(OC(F)F)cc2)c(C)s1
1	CCOC(=O)Cc1csc(NC(=O)Cc2ccccc2)n1

Sorted by the number under E-sel TNF inh (smallest number first): three of the compounds above
E-sel TNF inh	canonical_smiles
-17	O=C(Nc1cccc(S(=O)(=O)N2CCCCC2)c1)c1ccc(S(=O)(=O)C(F)F)cc1
4	CCN(CC)CCNc1nc(-c2ccc(OC(F)F)cc2)c(C)s1
9	COc1ccc(Nc2nc(Cl)nc(Nc3ccc(OC)cc3OC)n2)c(OC)c1

Structural class: the compounds so far containing a CF3 group
E-sel TNF inh	canonical_smiles
-17	O=C(O)c1ccc(CNC(=O)c2ccc(C(F)(F)F)cc2)cc1
3	O=C(c1ccco1)N1N=C(c2ccncc2)CC1(O)C(F)(F)F (stereo not drawn)

(list continues)
E-sel TNF inh	canonical_smiles
-6	Cc1ccc(-n2cc(CNC(C)c3cnn(C)c3)c(-c3ccc(F)cc3)n2)cc1 (stereo not drawn)
-1	CCN(CC)S(=O)(=O)c1ccc(=O)[nH]c1
-19	COc1cc(C(=O)NCc2nnc(SCC(=O)N3CCOCC3)o2)cc(OC)c1OC
-18	Cn1nnnc1SCC(=O)Nc1cc(S(=O)(=O)N2CCCC2)ccc1Cl
-1	COc1ccc(S(=O)(=O)N(C)C)cc1NC(=O)COC(=O)CC1CCCC1
-15	CCC(C)(C)NC(=O)CN(Cc1ccccc1Cl)C(=O)CCC(=O)Nc1cc(C)ccn1
18	COCCN1C(=O)CC(NNC(=O)c2ccc(S(=O)(=O)N3CCCC3)cc2)C1=O (stereo not drawn)
-25	Cc1cccn2c(CNCCCn3ncc4ccccc43)c(C(=O)N3CCCCC3)nc12
-17	Cc1ccccc1NC(=S)N(CCc1c(C)[nH]c2ccc(F)cc12)Cc1ccncc1
10	COc1cccc(C(=O)NNC(=O)Cc2cccs2)c1
-20	COc1ccc(NC(=O)c2sccc2-n2cccc2)cc1
1	Nc1nn2c(C(F)(F)F)cc(=O)[nH]c2c1N=Nc1cccc(F)c1
-26	COC(=O)CN(C#N)c1nc(NC(C)C)nc(NC(C)C)n1
4	O=P(c1ccccc1)(c1ccccc1)c1nc(-c2ccccc2)oc1NCc1ccccc1
-15	O=C(O)CCS(=O)(=O)c1ccccc1Cl
17	CNc1nc(OCC#N)nc(N2CCCCC2)n1
-13	O=C(O)CCc1nc2cc(Cl)ccc2n(Cc2ccccc2)c1=O
-26	Fc1ccc(NC(=S)Nc2nccs2)cc1
-15	O=C(COc1ccccc1Cl)Nc1cc(Cl)ccc1O
-24	COc1cccc(CN2CCN(Cc3c(C)nn(C(C)C)c3C)CC2CCO)c1 (stereo not drawn)
4	COC(=O)CCN(C(=O)c1cc([N+](=O)[O-])cc([N+](=O)[O-])c1)c1ccccn1
-82	CCC1CCCCN1C(=O)COc1ccccc1NC(C)=O (stereo not drawn)
-19	O=C(CCS(=O)(=O)c1ccccc1)Nc1ccc2c(c1)OCO2
-33	N#Cc1c(-c2ccco2)ccn(Cc2ccc(F)cc2)c1=O
0	O=C(c1cnn2c(C(F)(F)F)cc(-c3cccs3)nc12)N1CCOCC1
-3	O=C(COc1ccccc1)Nc1ccc(N2CCN(C(=O)c3ccco3)CC2)cc1
-14	Cc1ccc2nc3nc(NCC4CCCO4)c(C(=O)NC4CCCCC4)cc3c(=O)n2c1 (stereo not drawn)
0	CN(C)CCNc1ccc(-c2nn(C)c(=O)c3ccccc23)cc1[N+](=O)[O-]
-1	COc1ccc(C(=S)N2CCOCC2)cc1OC(=O)c1cccc([N+](=O)[O-])c1
7	CCOC(=O)N/N=C(\C)c1ccc(C)o1
-38	O=C(Cc1ccc(Nc2nc(=S)[nH]c3ccccc23)cc1)NC1CCCCC1
-10	CN(Cc1ccccc1)c1ccc([N+](=O)[O-])cc1C(=O)O
8	O=C(COC(=O)c1cc[n+]([O-])cc1)Nc1ccccc1Cl
-55	COc1ccc(Cl)cc1NC(=O)CNCC(c1ccccc1)N(C)C (stereo not drawn)
9	CCCCN1C(=O)NC(NC(=O)C2CC2)(C(F)(F)F)C1=O (stereo not drawn)
-14	COc1ccc(CNC(=O)COC(=O)Cc2ccsc2)cc1
-6	Cc1cc(C(=O)Cn2nc(C(=O)O)c3ccccc3c2=O)c(C)n1C1CC1
-52	O=S(=O)(NC1CCN(Cc2ccccc2)CC1)c1ccc2ccccc2c1
-24	COc1ccc(CNC(=O)CSc2nnc(-c3cccnc3)n2N)cc1
21	O=C(CN1CCC(n2cnc3cc(F)ccc32)CC1)Nc1ccccc1Br
-4	CCSc1nc2ccc(C)cc2cc1C#N
-19	Fc1ccccc1NC(=S)N1CCN(Cc2ccc3c(c2)OCO3)CC1
0	C=CCN(C(=O)CSc1nc2ccsc2c(=O)n1Cc1ccccn1)c1ccccc1
-8	Cn1c(=O)n(C)c2cc([N+](=O)[O-])c(N3CCN(C(=O)C(C)(C)C)CC3)cc21
16	Cc1ccc(C(=O)NCC(=O)OC(C)C(=O)Nc2ccc(N(C)C)cc2)cc1C (stereo not drawn)
-50	CCOC(=O)C1CCCN(C(=O)CSc2ccc(NC(C)=O)cc2)C1 (stereo not drawn)
9	O=C(N/N=C/c1ccc(Br)s1)Nc1ccccc1
-11	CSCCC(NC(=O)c1ccc(Cl)cc1)C(=O)OCC(C)=O (stereo not drawn)
-5	COCCNc1nc2nonc2nc1N1CCC(N(C)C)C1 (stereo not drawn)
-12	O=C1C(Cc2c[nH]c3ccccc23)NC(=S)N1C1CCCCC1 (stereo not drawn)

The final two compounds of the part before are carried over, then new ones follow:
E-sel TNF inh	canonical_smiles
-5	COCCNc1nc2nonc2nc1N1CCC(N(C)C)C1 (stereo not drawn)
-12	O=C1C(Cc2c[nH]c3ccccc23)NC(=S)N1C1CCCCC1 (stereo not drawn)
2	NS(=O)(=O)c1ccc(NC(CNS(=O)(=O)c2ccccc2)c2ccccc2)cc1 (stereo not drawn)
-3	CCCc1nc(SCC(=O)NNC(=O)c2ccc(OC)cc2)c2ccccc2n1
-62	Cc1nnc(NC(=O)CSc2ccc3nnc(-c4ccccn4)n3n2)s1
3	COc1ccc(/C=C(\NC(=O)c2ccccc2)C(=O)NCCC(=O)O)cc1
-21	O=C(O)c1cc(C(=O)O)cc(-c2ccc(/C=c3/sc4nc5ccccc5n4c3=O)o2)c1
-11	O=C(Nc1ccccc1N1CCOCC1)c1ccc2nc[nH]c2c1
-9	COc1ccc(CCNC(=O)C(=O)Nc2ccc3c(c2)OCO3)cc1OC
-26	O=C(CSC1=NCCN1)Nc1ccccc1[N+](=O)[O-]
7	Cc1ccc(-n2ncc3c(SCC(=O)NNC(=O)c4ccco4)ncnc32)cc1
-17	N#CCC(=O)Nc1ccc(C(=O)OCC(=O)N(Cc2ccccc2)C2CCS(=O)(=O)C2)cc1 (stereo not drawn)
-16	Cc1nc(C)c(-c2csc(Nc3cccc(O)c3)n2)s1
7	CCOC(=O)c1sc2nc(C)nc(SCC(=O)NC3CCS(=O)(=O)C3)c2c1C (stereo not drawn)
6	COc1ccc(N2CCN(C(=O)CSc3nc4[nH]ncc4c(=O)n3-c3ccc(Br)cc3)CC2)cc1
-31	C/C(Cl)=C\Cn1c(O)c(N=NC(N)=S)c2ccccc21
26	Cc1cccc(NC(=O)c2cc(=O)n(Cc3ccccc3)c(=O)[nH]2)c1
23	Cc1cc(Br)ccc1NC(=O)c1cnc(N2CCN(c3ccccn3)CC2)c2ccccc12
7	C/C(CCc1ccccc1)=N/NC(=O)C(=O)NC(C)c1ccccc1 (stereo not drawn)
-16	O=C(CN1C2=NCCCN2c2ccccc21)c1ccc([N+](=O)[O-])cc1
-66	COc1ccc(/C=C2\SC(=N)N(c3ccc(F)cc3)C2=O)cc1
-6	CCOC(=O)c1sc(NC(=O)CSc2nc(O)c(Cc3ccccc3)c(=O)[nH]2)nc1C
-18	Cc1ccc2c(c1)C(=O)C(=O)N2CCCOc1ccccc1C
-7	Cc1nc(N2CCCCC2)c2c(-c3cccs3)csc2n1
-1	CN1C(=O)CS/C1=N\NC(=O)COc1cccc2cccnc12
-3	CCOc1ccccc1CN1CCN(Cc2cccc3c2OCO3)CC1CCO (stereo not drawn)
1	CC(C)(C)c1nc(SCC(=O)N2CCCC2)c2ccccc2n1
-42	O=C(NCCc1c[nH]c2ccccc12)C(=O)NCC1OCCN1S(=O)(=O)c1ccccc1 (stereo not drawn)
4	COc1ccc(-c2c(N)n[nH]c2C)cc1OC
16	O=C(NCc1ccccn1)C(=O)NN=C1CCCCCCC1
-22	CN(C)c1cccc(C(=O)NNC(=S)NC2CC3CCC2C3)c1 (stereo not drawn)
2	Clc1nssc1=Nc1ccccc1
8	O=C(O)c1cc(N/N=C/c2ccc(OCc3ccccc3)cc2)ccc1Cl
-7	CCN(CC)CCN(Cc1cc2cc3c(cc2[nH]c1=O)OCCO3)C(=S)NCC1CCCO1 (stereo not drawn)
-4	COC(=O)c1ccc(NC(=S)NC2c3ccccc3CC2O)cc1 (stereo not drawn)
-23	Cn1cc(CN2CCN(c3ncccn3)CC2)c(-c2cccc(Cl)c2)n1
-1	CC(=O)Nc1ccc2sccc2c1
14	COc1cc(CNCCCO)ccc1OCC(=O)NC(C)(C)C
-17	Cc1cc(N2CCCC2=O)ccc1S(=O)(=O)N1CCOCC1
-38	Cc1ccc2nsnc2c1NC(=O)Cc1ccc(Cl)cc1
-9	COC(=O)C(Cc1ccccc1)NC(=O)c1cccc(S(=O)(=O)N(C)C)c1 (stereo not drawn)
6	CCN(CC)CCCNC(=O)c1ccc2c(Cl)c3c(nc2c1)CCCC3
24	CCOC(=O)CSc1nn(-c2ccccc2)c(=S)s1
-36	CCc1ccc(C(=O)OCC(=O)c2c(N)n(CC(C)C)c(=O)n(C)c2=O)cc1
-4	O=C(CCSc1ccccc1)N1CCN(c2ccccc2)CC1
-2	Cc1ccc(/C=C/C(=O)OCC(=O)NC(C)C)o1
19	CC(=O)c1ccc(N2CCN(C(=O)/C=C/c3ccc(S(=O)(=O)NCc4ccco4)cc3)CC2)cc1
3	N=c1c2cn[nH]c2nc(SCC(=O)c2ccc(Br)cc2)n1-c1ccc(Br)cc1
12	COc1ccc(C(=O)C2CCCN(C(=O)COc3ccc(C(C)=O)cc3)C2)cc1F (stereo not drawn)
-15	Cc1ccc(F)cc1NC(=O)CN1CCN(c2ccccn2)CC1
37	O=C(Nc1cccc(S(=O)(=O)C(F)F)c1)c1ccc(S(=O)(=O)N2CCCCC2)cc1
-36	Cc1[nH]c2ccccc2c1SCC(=O)N1CCC(C)CC1

The list continues.
E-sel TNF inh	canonical_smiles
3	Cc1[nH]c2ccccc2c1C(=O)NS(=O)(=O)Nc1ccc(Cl)cc1
31	Cc1nc([N+](=O)[O-])c(C(=O)OCc2ccccc2)n1C
-9	COc1ccccc1CNC(=O)COC(=O)CCC(=O)c1cccs1
-26	COc1cc(NC(=O)C/C(C)=N/NC(=O)c2cccs2)c(OC)cc1Cl
-45	COc1ccc(NC(=O)c2ccc(-c3ccc(OC)cc3)s2)cc1
-9	Cc1noc(C)c1C(=O)OCC(=O)N(C)C1CCS(=O)(=O)C1 (stereo not drawn)
-62	Cc1nc(-c2ccccc2Cl)sc1C(=O)/C=C/N(C)C
-19	CCOc1ccc(C(=O)OCC(=O)NC(C)C)cc1

Grouped by structure: the compounds so far with a nitro group on carbon
E-sel TNF inh	canonical_smiles
-5	COc1ccccc1/C=N/N1C(=O)C(CC(=O)Nc2ccc([N+](=O)[O-])cc2OC)SC1=Nc1cccc(C)c1C (stereo not drawn)
4	COC(=O)CCN(C(=O)c1cc([N+](=O)[O-])cc([N+](=O)[O-])c1)c1ccccn1
0	CN(C)CCNc1ccc(-c2nn(C)c(=O)c3ccccc23)cc1[N+](=O)[O-]
-1	COc1ccc(C(=S)N2CCOCC2)cc1OC(=O)c1cccc([N+](=O)[O-])c1
-10	CN(Cc1ccccc1)c1ccc([N+](=O)[O-])cc1C(=O)O
-8	Cn1c(=O)n(C)c2cc([N+](=O)[O-])c(N3CCN(C(=O)C(C)(C)C)CC3)cc21
-26	O=C(CSC1=NCCN1)Nc1ccccc1[N+](=O)[O-]
-16	O=C(CN1C2=NCCCN2c2ccccc21)c1ccc([N+](=O)[O-])cc1
31	Cc1nc([N+](=O)[O-])c(C(=O)OCc2ccccc2)n1C

Bioassay records (PubChem BioAssay)
